ABHD4 inh = ABHD4 (mouse) inhibition, primary FP screen. purified mABHD4, FP-Rh probe fluorescence polarization. inhibition, % at 8.92 µM. actives 0.54% (n = 370,000). AID 720543;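 active = inhibition exceeding the mean over every tested compound plus 3 SD, cut at about 30% in these data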;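 note: 0% = plate median of compound wells and 100% = S159A mutant with DMSO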
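assay system = mABHD4 protein | compound dosing = single nominal dose of 8.92 µM, 0.89% DMSO final | read-out basis = percent inhibition of probe binding, normalized to plate controls | schedule = Enzyme–compound pre-incubation 45 min, then probe 60 min, both 25 °C | detection = fluorescence polarization, excitation 525 nm, emission 598 nm, BODIPY TMR filters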
DDE Tn7 FP inh = DD(E)-Tn7 binding inhibition, primary FP screen | P02675 | FP displacement of FITC-Tn7 peptide from fibrin DD(E); 0% = median of compound wells per plate | inhibition, % at 8.3 µM | actives 0.13% (n = 370,000);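 active = inhibition above the mean of compounds falling within the control limits plus 3 SD of them, cut at about 14% in these data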;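 note: 0% = plate median of compound wells and 100% = 10 µM Aha-Tn7 peptide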
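assay system = human clot-derived fibrin DD(E) complex | quantity = Fibrin-DD(E) at 2 µM final | timing = 10 min preincubation, 3 h with tracer, room temperature | signal = fluorescence polarization | measure = percent inhibition | benchmarks = high control wells with 10 µM unlabelled Aha-Tn7 peptide (full inhibition) | replicates = singlicate testing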
TCR CD3 inh = inhibitors of human TCR-CD3 interaction. TAMRA-labeled TCR probe fluorescence, biochemical. inhibition, % at 9.4 µM. actives 0.37% (n = 360,000). AID 651800; in the data active = inhibition above about 19%;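 note: recombinant mutant TCR 2C K166C tagged with TAMRA read by polarization; 0% = receptor in buffer alone and 100% = receptor with positive control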
SIAE primary = blocks human sialic acid acetylesterase | Q9HAT2 | SIAE FP-Rh probe binding, fluorescence polarization | inhibition, % at 9.66 µM | actives 0.69% (n = 370,000) | AID 1053197;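 active = inhibition above a cutoff: mean of compounds within the control limits plus 3 SD of those, cut at about 17% in these data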;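 note: 0% = plate median of compound wells and 100% = probe without SIAE protein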
Target sequence (Q9HAT2 whole entry, looked up): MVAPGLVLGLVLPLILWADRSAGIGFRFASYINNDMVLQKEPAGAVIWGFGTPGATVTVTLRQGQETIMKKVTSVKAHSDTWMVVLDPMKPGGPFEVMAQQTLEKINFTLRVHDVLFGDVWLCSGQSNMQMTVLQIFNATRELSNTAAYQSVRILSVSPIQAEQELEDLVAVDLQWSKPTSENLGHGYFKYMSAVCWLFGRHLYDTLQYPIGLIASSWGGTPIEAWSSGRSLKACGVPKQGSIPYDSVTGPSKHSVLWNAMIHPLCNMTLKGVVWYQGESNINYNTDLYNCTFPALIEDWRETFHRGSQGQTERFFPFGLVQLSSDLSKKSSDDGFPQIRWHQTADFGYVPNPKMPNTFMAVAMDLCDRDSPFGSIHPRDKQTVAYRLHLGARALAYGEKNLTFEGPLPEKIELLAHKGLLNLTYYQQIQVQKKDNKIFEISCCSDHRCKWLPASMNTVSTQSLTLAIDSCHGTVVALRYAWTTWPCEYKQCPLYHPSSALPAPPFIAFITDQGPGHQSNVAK
TDP2 inh = TDP2 (human) inhibition, absorbance primary screen. recombinant TDP2, T5PNP hydrolysis, p-nitrophenol absorbance 415 nm. O95551. inhibition, % at 12.8 µM. actives 0.34% (n = 370,000). AID 720702;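 active = inhibition above the mean of all tested compounds plus 3 SD, set per campaign, cut at about 25% in these data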;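 note: 0% = DMSO with enzyme and 100% = buffer with substrate but no TDP2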
Target sequence (O95551 whole entry, looked up): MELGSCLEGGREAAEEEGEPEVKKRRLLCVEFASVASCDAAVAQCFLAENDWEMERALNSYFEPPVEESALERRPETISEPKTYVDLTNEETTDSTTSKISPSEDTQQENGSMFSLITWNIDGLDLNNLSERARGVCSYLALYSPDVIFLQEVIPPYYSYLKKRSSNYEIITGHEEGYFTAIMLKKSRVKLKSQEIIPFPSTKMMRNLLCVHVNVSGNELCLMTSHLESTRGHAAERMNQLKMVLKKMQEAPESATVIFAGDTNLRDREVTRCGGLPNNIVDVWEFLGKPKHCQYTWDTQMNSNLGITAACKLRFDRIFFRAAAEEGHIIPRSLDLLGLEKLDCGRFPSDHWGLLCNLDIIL
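Assay system: recombinant human TDP2 / Reagent: T5PNP substrate at 5 mM, a TopII-DNA adduct mimic / Measured by: epi absorbance from released p-nitrophenol / Evaluation: % inhibition relative to enzyme-containing and enzyme-free wells / Control set: enzyme-free and DMSO wells / Replicates: each compound tested once, singlicate / Schedule: enzyme reaction with compound for 2 h at 37 °C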
HTRA1 inhibitor = inhibitors of human serine peptidase HTRA1; actives 0.5% (n = 340,000); recombinant HTRA1, FP-rhodamine activity-based probe, fluorescence polarization; inhibition, % at 5.96 µM; Q92743; AID 504803; in the data active = inhibition above about 36%;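 note: 0% = enzyme with DMSO and 100% = wells lacking enzyme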
UHRF1 binding = blocks human UHRF1 binding to methylated DNA; Q96T88; inhibition, % at 4.4 µM; actives 0.75% (n = 370,000); UHRF1 binding to methylated oligo, TR-FRET; in the data active = inhibition above about 21%;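 note: UHRF1 SRA domain binding a hemimethylated CpG hairpin DNA probe; 0% = median of test compound wells and 100% = reference inhibitor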
PG9 Ab binder = small molecules binding HIV-1 gp120 antibody PG9; TR-FRET gp120-PG9 antibody binding; inhibition, % at 6.7 µM; actives 0.43% (n = 360,000); in the data active = inhibition above about 8.5%
PRMT1 FP inh = blocks human protein arginine methyltransferase 1 | Q99873 | recombinant PRMT1, activity-based probe fluorescence polarization | inhibition, % at 2.79 µM | actives 1.3% (n = 370,000);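 active = inhibition above about 21% made by adding two undisclosed values, limit read from the data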
LEDGF integ inh = blocks HIV-1 LEDGF/p75-dependent DNA integration; TR-FRET IN-LEDGF/p75 DNA integration, Eu/Cy5; inhibition, % at 3.7 µM; actives 0.64% (n = 370,000); AID 743269;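 active = inhibition above the screen-wide mean plus 3 SD, cut at about 13% in these data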;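 note: signal is the Cy5 over europium emission ratio at 671 and 618 nm; 0% = plate median of compound wells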
Active calls of the source: *; . = no result given.

Each structure is followed by: ABHD4 inh	DDE Tn7 FP inh	TCR CD3 inh	SIAE primary	TDP2 inh	HTRA1 inhibitor	UHRF1 binding	PG9 Ab binder	PRMT1 FP inh	LEDGF integ inh
COc1cc(CCC(=O)NNC(=O)c2ccc(C)cc2)cc(OC)c1OC
    -1	-6	-5	-4	-4	10	1	0.0	-3	3
CCN1CCN(C(=S)c2ccc(OCC(=O)Nc3ccc(OC)cc3)cc2)CC1
    -3	2	6	-1	-8	-7	1	1.6	0	0
C1CNC(C23CC4CC(CC(C4)C2)C3)=N1
    -3	-4	-1	-6	-5	2	5	-1.0	1	-9
Cc1nc(-c2ccc([N+](=O)[O-])cc2)sc1C(=O)O
    -1	-3	6	0	1	2	2	0.6	-1	0
CCOC(=O)/C(=N/Nc1ccccc1)Sc1nnc(CCc2ccccc2)n1-c1ccccc1
    2	2	5	4	8	-6	-2	-2.5	0	-1
COc1ccc(C(=O)N/C(=C/c2cccs2)C(=O)N2CCN(C)CC2)cc1
    3	-3	-3	1	-5	0	1	-0.4	10	1
COc1ccccc1-n1ccnc(SCC(=O)NC2CCCCC2)c1=O
    4	-9	0	5	-2	2	4	0.1	1	3
O=[N+]([O-])c1ccccc1SN(Cc1ccccc1)c1ccccn1
    -3	2	7	3	-1	-7	0	-0.5	5	-4
NS(=O)(=O)c1ccc(CCNc2ccn3nc(-c4ccccc4)cc3n2)cc1
    -15	3	5	-4	1	.	-1	-0.7	-2	1
COc1ccc(CN(C(=O)c2ccco2)c2ccccc2)cc1
    -4	4	8	1	-2	1	-1	0.8	-1	0

Rewritten as labelled records: entries from further up
Cc1nc(-c2ccc([N+](=O)[O-])cc2)sc1C(=O)O
  ABHD4 inh = -1	DDE Tn7 FP inh = -3	TCR CD3 inh = 6	SIAE primary = 0	TDP2 inh = 1	HTRA1 inhibitor = 2	UHRF1 binding = 2	PG9 Ab binder = 0.6	PRMT1 FP inh = -1	LEDGF integ inh = 0
CCOC(=O)/C(=N/Nc1ccccc1)Sc1nnc(CCc2ccccc2)n1-c1ccccc1
  ABHD4 inh = 2	DDE Tn7 FP inh = 2	TCR CD3 inh = 5	SIAE primary = 4	TDP2 inh = 8	HTRA1 inhibitor = -6	UHRF1 binding = -2	PG9 Ab binder = -2.5	PRMT1 FP inh = 0	LEDGF integ inh = -1

Additional results follow.
Each structure is followed by: ABHD4 inh	DDE Tn7 FP inh	TCR CD3 inh	SIAE primary	TDP2 inh	HTRA1 inhibitor	UHRF1 binding	PG9 Ab binder	PRMT1 FP inh	LEDGF integ inh
COc1ccc(C(=O)COC(=O)C2CCC(=O)N2)cc1 (centres undefined)
    -3	3	-7	-8	1	-7	6	2.1	6	3
COc1cc(OC)c2c(C)cc(=O)oc2c1C(CCN1CCN(c2ccccc2)CC1)c1ccc2c(c1)OCO2 (centres undefined)
    7	3	-6	3	-1	-25	4	-0.2	0	0
O=C1c2[nH]nc(-c3ccccc3)c2C(c2ccc(F)cc2)N1Cc1ccccc1 (centres undefined)
    -27	-2	5	-10	-8	.	-1	-1.3	14	1
O/N=C/c1cccn1-c1ccc(O)cc1
    2	-4	8	2	-4	-2	1	-2.5	-2	-3
Cc1cc2ncn(/N=C/c3cccnc3)c2cc1C
    12	4	0	0	8	-1	6	0.8	0	4
C[C@H](O)[C@@H]1C(=O)N2CCc3ccc(-c4cccc(F)c4)cc3[C@@H]2C[C@@H]1N(C)C(=O)Nc1ccccc1
    0	-6	0	-1	-8	-24	0	1.9	3	0
CN(C)/C=C/C(=O)/C=C/c1ccc(Cl)cc1
    5	-1	5	3	7	27	-1	-1.9	2	3
Cc1ccc(S(=O)(=O)NC(=O)Nc2ccc(Cl)cn2)cc1
    -2	1	0	-8	0	0	-1	-0.3	2	0
COc1ccc(OC)c(NC(=O)CN2C(=O)c3ccccc3S2(=O)=O)c1
    -6	10	-10	5	-11	-3	2	1.8	1	-1
COc1cccc(N2CC(NC(=O)c3cccc4ccccc34)CC2=O)c1 (centres undefined)
    1	4	-1	3	10	-3	34*	-0.7	1	-2
COC(=O)C(C)Sc1nc(N)c(NC(=O)c2ccco2)c(=O)[nH]1 (centres undefined)
    2	-7	0	1	-7	7	1	-1.6	9	-2
CCOC(=O)c1ccc(N2C=C(C(=O)OC)C(c3ccc(OC)c(O)c3)C(C(=O)OC)=C2)cc1
    -3	9	3	-1	10	-7	0	-2.1	-1	-1
CCOc1cccc(C(=O)NC(=S)Nc2ccc(N3CCCC3)cc2)c1
    14	12	-4	8	21	-6	-3	0.8	-2	2
CCN(CC)CCNC(=O)c1cn(CC)c2ccc(S(=O)(=O)N3CCc4ccccc4C3)cc2c1=O
    4	3	0	-5	-3	1	-2	-0.4	-1	-2
Cc1ccc(NC(=O)CSc2nc3[nH]ncc3c(=O)[nH]2)cc1Cl
    -8	-2	-3	5	16	3	-3	0.5	-1	2
CC(C)(C)c1cc(NC(=O)c2cccnc2)no1
    -7	4	-9	0	-3	1	7	0.9	3	-3
CONC(=O)Nc1ccccc1[N+](=O)[O-]
    6	6	-2	-5	-1	2	0	0.0	1	-2
COCCNc1nc2cc(-c3ccc(F)cc3)sc2c(=O)n1C
    -2	5	-10	-7	3	.	8	0.8	1	-3
O=C(OC1CSc2nc3ccccc3n2C1)c1ccco1 (centres undefined)
    2	-6	4	0	4	4	17	0.5	-3	2
Cc1cc(C)nc(NC(=O)/C=C/c2ccc(Cl)cc2Cl)c1
    4	3	-8	-10	-2	-13	0	-1.5	-1	-3
O=C(NCc1cccs1)c1ccc(S(=O)(=O)N2CCCCC2)cc1
    0	5	7	2	10	3	-1	0.9	-3	4
COc1ccc(NC(=O)c2ccccc2N(Cc2ccccc2)S(C)(=O)=O)cc1
    1	7	-1	1	8	-1	-1	-0.7	0	-1
Fc1ccc(CNCc2ccc(Br)cc2)cc1
    -14	0	0	-1	3	3	-2	2.2	-1	0
Cc1ccc(S(=O)(=O)N(C)c2nc3ccccc3n3c(C(C)C)nnc23)cc1
    1	-5	2	-5	-10	-6	0	-0.2	4	-2
Cc1ccc(S(=O)(=O)N2CCOC2CNC(=O)C(=O)NCc2ccco2)cc1 (centres undefined)
    -8	5	-12	3	-15	1	6	-0.5	6	-3
Cc1ccc(OC[C@@H](O)CN2CCC(C(O)(c3ccccc3)c3ccccc3)CC2)cc1
    1	2	.	3	1	.	1	.	1	-1
CC1(C)OCC(C2CC(c3ccccc3)NS(=O)(=O)O2)O1 (centres undefined)
    2	8	4	6	-3	2	0	-2.5	1	-1
Cc1ccsc1-c1cc2nc(NCCCN(C)C)n(C)c(=O)c2s1
    2	2	-5	-13	-3	.	-2	-1.2	1	-1
CN(NC(=O)/C=C/C(=O)O)c1ncc(C(F)(F)F)cc1Cl
    4	2	2	5	6	6	11	-3.0	35*	0
Cc1ccccc1OCC(=O)NC(=S)Nc1ccccc1N1CCN(S(C)(=O)=O)CC1
    -12	2	-2	-4	-7	-4	3	-0.4	1	2
COc1ccc(NC(=O)C2CCN(S(C)(=O)=O)CC2)cc1
    3	-2	3	-6	-6	7	-1	-1.1	3	-1
OCCCNc1ncnc2c1ncn2[C@H]1CN(Cc2cccs2)C[C@@H](CO)O1
    2	3	-1	-2	2	.	1	-0.4	-1	-3
CC(C)Oc1cccc(C(=O)Nc2ccc(N3CCN(C)CC3)cc2)c1
    3	-8	10	2	5	-3	1	-1.7	0	5
COC1=CC(=O)C=C(OC)C1=O
    10	2	2	-4	-1	6	-7	-0.5	56*	-2
CC1CCN(C(=O)c2[nH]cnc2C(=O)Nc2ccccc2F)CC1
    0	3	-2	3	8	1	0	0.2	-3	-3
COc1ccc(CC(=O)NCC(=O)N/N=C/c2c[nH]c3ccccc23)cc1
    4	4	5	-2	1	-9	0	-3.4	-1	-3
O=C(Nc1ccc(S(=O)(=O)N2CCOCC2)cc1)c1ccc(Br)o1
    3	3	6	-2	1	1	-2	-1.6	0	-1
Cc1ccc(C2=NN(S(=O)(=O)c3ccccc3)C(c3ccco3)C2)cc1 (centres undefined)
    -2	1	-2	11	10	-38	-3	0.2	8	1
COc1ccc(S(=O)(=O)N2CCOCC2)cc1C(=O)Nc1ccon1
    3	-1	0	-5	-3	-3	1	-1.1	0	-4
NCCCn1c(C(=O)c2cc(Cl)c(N)c(Cl)c2)c2ccc(C(F)(F)F)cc2[n+]1[O-]
    5	5	-9	-2	3	-2	6	-1.4	1	-1
Cc1cccc(N(CC(=O)NC2CCCC2)C(=O)CS(=O)CC(=O)Nc2ccc3c(c2)OCO3)c1 (centres undefined)
    3	6	2	3	13	-5	1	1.0	-3	-4
Cc1cc(C)c(C#N)c(Nc2cccc(C)c2C)n1
    -3	6	0	-5	-2	-6	-2	-0.8	0	0
Cc1ccccc1CN1C[C@@H]2C[C@@H](c3cn[nH]c3-c3ccc(F)cc3)N3CCC[C@@]23C1=O
    4	5	9	8	1	-12	3	-2.3	-4	-3
O=C1OCC/C1=C\NCCCCCCCCN/C=C1\CCOC1=O
    -11	4	-2	4	-9	-4	4	-0.9	4	-6
CCCCn1c(SCC(=O)NCc2ccco2)nnc1-c1ccoc1C
    1	-4	0	9	11	-2	4	-0.5	4	11
O=S(=O)(c1ccc(-c2cnc(C3CC3)o2)cc1)N1CCN(c2ccccc2)CC1
    -4	-4	4	2	4	-2	3	-0.2	0	0
CCCCCCP(=O)(O)c1ccccc1
    -5	-1	1	8	-15	-6	3	0.9	2	1
C/C(=N\NC(=O)c1ccccc1)c1ccc(N2CCOCC2)cc1
    71*	0	8	10	-7	0	-3	-4.5	0	-4
Cc1cc(C)c2nc(SCC(=O)NCCN3C(=O)CSC3=O)cc(C)c2c1
    5	4	-3	0	6	-13	0	1.6	0	-2
CN(C)CCN1C(=O)C2C3C=CC(C3)C2C1=O (centres undefined)
    7	-2	1	1	-5	1	-1	-3.0	2	3

The list goes on:
Each structure is followed by: ABHD4 inh	DDE Tn7 FP inh	TCR CD3 inh	SIAE primary	TDP2 inh	HTRA1 inhibitor	UHRF1 binding	PG9 Ab binder	PRMT1 FP inh	LEDGF integ inh
CC(=O)Nc1ccc(S(=O)(=O)N2CCN(c3cc(C)ccc3C)CC2)cc1
    -26	-8	1	-3	-7	-26	-5	-1.0	-2	2
CC1CCCCN1C(=O)CCS(=O)(=O)c1cc2c(cc1Cl)NC(=O)CO2 (centres undefined)
    4	-2	-7	-2	4	0	-1	-1.5	-1	1
Nc1ncc(Br)cc1S(=O)(=O)NCCC(=O)N1CCN(c2ccccn2)CC1
    4	1	2	4	0	4	-3	-1.8	-3	3
O=C1CC2c3cc(Br)ccc3CCN2C(=O)CN1Cc1ccccc1 (centres undefined)
    1	5	-1	-2	-6	.	-1	1.2	2	-4
C#CCN(Cc1ccco1)C(=O)c1nnc2c3cc(OC)ccc3n(S(=O)(=O)c3ccc(OC)cc3)c2n1
    7	0	-3	-50	1	.	1	6.3	6	-3
Cc1nn2c(-c3ccccc3)ccnc2c1Br
    -2	4	-2	1	8	-5	-3	-1.4	-3	0

An unsorted share of the library, and some 4.2% of all compounds hit somewhere here.
